From PubChem BioAssay
HTT cytoprotect = protects HTT-Q103 PC12 cells, measured by ATP | PC12 HTT-Q103 induced, cytoprotection, ATP luminescence, 40 h | Potency, µM (top dose mostly 56.4 µM), without a hit: cytoprotection (ATP increase), most hits filed as activators | 230,000 compounds, 0.14% hits | AID 1471;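 also: % of control where 0% means no effect; nearly all actives have a fitted effect of over 45% in size; toxic huntingtin expression switched on by the ecdysone agonist tebufenozide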
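Compounds were screened for protection of PC12 cells against cell death after tebufenozide induction (100 nM final) of mutant Huntingtin exon 1 (Q103) fused to GFP.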
GAA spleen mod = inhibits or activates alpha-glucosidase in human spleen homogenate; Potency, µM (top dose mostly 79.9 µM), for inactives: at the top dose activity change, negative = inhibition, usual class: inhibitors; 240,000 compounds, 0.006% hits; human spleen homogenate, 4-MU-alpha-glucoside fluorescence; P10253;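 also: 0% = enzyme with vehicle and -100% = no enzyme basal signal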
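AC50 values come from Hill-equation fits of concentration-response data, normalized to no-enzyme and full-activity controls. Enzyme source: 1 ug human spleen homogenate; 1 mM fluorogenic 4-MU glucoside, pH 5.0 citrate buffer, 37 C, 40 min.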
IMPase Li cell = cell-permeable IMPase inhibitors with lithium potentiation; 210,000 compounds, 0.35% hits; CHO-M1 cells, IP1 TR-FRET (IP-One), carbachol + lithium; Potency, µM (series often up to 59.4 µM), inactives show top-dose activity, negative = IMPase inhibition, usual class: inhibitors;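 also: IP1 builds up when IMPase is blocked and the TR-FRET signal falls; plate controls were basal vehicle for no effect and high inhibitor control for full effect; nearly all actives have a fitted effect of over 50% in size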
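Concentration–response in CHO-M1 cells, lithium-potentiated; 30 min at 37C. IP1 detected by competitive TR-FRET after 10 min lysis at RT. Hill-fitted AC50.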
GAA glycogen mod = GAA glycogen-cleavage inhibition or activation | Potency, µM (highest dose often 76.4 µM), without a hit: at the highest dose activity change, negative = inhibition, hits mostly inhibitors | 300,000 compounds, 0.38% hits | P10253 | AID 2100 | recombinant GAA, glycogen substrate, Amplex Red glucose oxidase fluorescence;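 also: 0% = full enzyme reaction and -100% = no-enzyme basal signal; the screen sought inhibitors and activators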
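Recombinant human alpha-glucosidase (4 nM final) hydrolysed bovine liver glycogen (30 ug) for 40 min at 37 C in pH 5.0 citrate/phosphate with 0.01% Tween-20. Released glucose detected by glucose oxidase/Amplex Red, Ex 573/Em 610 nm. Compounds up to 77 uM; AC50 from Hill fits.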
GAA inhib = inhibitors of human lysosomal alpha-glucosidase; P10253; purified human GAA, 4-MU-alpha-glucoside fluorescence; Potency, µM (top dose mostly 76.9 µM), without a hit: at the top dose activity change, negative = inhibition, actives largely listed as inhibitors; 200,000 compounds, 0.005% hits; AID 1466;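 also: plate controls were uninhibited enzyme wells for no effect and no-enzyme background for full effect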
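Compounds are titrated up to 77 uM against 4 nM human enzyme. Substrate 4-methylumbelliferyl-alpha-D-pyranoside (400 uM) reacts 20 min at room temperature in pH 5.0 buffer; liberated 4-methylumbelliferone is read at 440 nm.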
HttQ103 aggreg = inhibitors of mutant huntingtin aggregate formation in PC12 cells; AID 1688; PC12 HttQ103-GFP aggregates, Acumen cytometry, 40 h; Potency, µM (doses to about 46.1 µM), inactives show at the highest dose activity change, negative = inhibition, actives largely listed as inhibitors; 220,000 compounds, 1.1% hits; also: % is scaled to controls: 0 for no effect and ±100 for the full control effect; nearly all actives have a fitted effect of over 60% in size
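Aggregates are detected as GFP objects 1–25 µm with signal 6 STDEV over background in lysates of induced PC12 cells. These carry Huntingtin exon 1 with 103 glutamines fused to GFP under an ecdysone promoter; compounds titrated.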
GoLoco inh red = blocks human Gai1 binding to RGS12 GoLoco peptide, red readout | P63096 | Gai1:RGS12 GoLoco peptide FP, rhodamine, 10 min | Potency, µM (doses to about 61.6 µM), for inactives: at the top dose activity, negative = inhibition, actives largely listed as inhibitors | 230,000 compounds, 0.44% hits; active = well fitted inhibition curve with a large enough effect, not every such curve was filed as active; inactive = no such curve, though single readings can be large or run the other way; also: % is scaled to controls: 0 for no effect and ±100 for the full control effect; nearly all actives have a fitted effect of over 30% in size; many of its hits are not listed in these tables
Target sequence (P63096 whole entry, looked up): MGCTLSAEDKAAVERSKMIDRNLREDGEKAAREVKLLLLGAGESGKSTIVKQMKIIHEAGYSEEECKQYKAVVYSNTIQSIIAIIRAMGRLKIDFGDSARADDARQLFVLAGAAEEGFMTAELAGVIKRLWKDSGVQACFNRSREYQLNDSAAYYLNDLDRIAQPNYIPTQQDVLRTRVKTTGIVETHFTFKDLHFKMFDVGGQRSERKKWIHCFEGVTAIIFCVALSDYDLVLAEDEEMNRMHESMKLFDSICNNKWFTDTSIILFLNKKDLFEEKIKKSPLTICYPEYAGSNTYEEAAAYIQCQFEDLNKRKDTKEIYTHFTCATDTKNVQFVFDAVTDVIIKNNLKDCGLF
The depositor's hits bear a star; ? = inconclusive; . = not tested or not shown; & = joins results of further samples; [ ] = another dose, or the depositor's remark. Unless noted, calls follow the shape of the dose curve; as a rule, active = well fitted curve in the direction sought with a large enough effect; inconclusive = small, poorly fitted or top-dose-only effect, or another doubt; inactive = no such curve, though single readings can be large; an effect the other way counts as inactive or inconclusive. Potency is read from the fitted curve at half-maximal effect. The list is partial, so the mix of outcomes need not match the whole.

Key to letters: A = HTT cytoprotect; B = GAA spleen mod; C = IMPase Li cell; D = GAA glycogen mod; E = GAA inhib; F = HttQ103 aggreg; G = GoLoco inh red
> CCC(C)(C)n1nnnc1C(c1ccc(C)cc1)N(Cc1ccco1)Cc1cccs1 (centres undefined)
  A: 15% | B: 0% | C: 25%[38.3 µM] | D: 2% | E: -7% | F: -30% | G: 1%

> Cc1cc(C)nc(NC(=O)c2ccc(Cl)c(Cl)c2)n1
  A: 6% | B: 7% | C: 22%[38.3 µM] | D: 8% | E: 2% | F: 5%[9.22 µM] | G: -3%

> CC(C)OC(=O)CSc1nnc(Cc2ccccc2)n1C
  A: 1% | B: 0% | C: . | D: 6% | E: 2% | F: -15% | G: .

> O=C(CN1C(=O)c2ccccc2S1(=O)=O)NC1CCCC1
  A: 41%[10 µM] | B: -1% | C: 5%[38.3 µM] | D: 6% | E: 0% | F: 15% | G: -14%

> CCc1cccc(CC)c1N(COC)C(=O)Cn1c(CO)nc2ccccc21
  A: -3%[10 µM] | B: -4% | C: -3%[38.3 µM] | D: 1% | E: -6% | F: 14% | G: 1%

> CC(C)c1ccc(NC(=S)NN2CCN(C)CC2)cc1
  A: -24% | B: -6% | C: 6% | D: -18% | E: -3% | F: 7% | G: 10%

> COc1ccc(-c2coc3cc(O)ccc3c2=O)cc1
  A: ? | B: 8%&-14% | C: 5%&0% | D: . | E: . | F: . | G: 4%&5%

> COc1ccccc1-c1nnc(NC(=O)c2ccccc2F)o1
  A: 12% | B: -3% | C: -13%[38.3 µM] | D: -16% | E: 0% | F: -12% | G: 6%

> Cc1ccc(NC(=O)C(C)N=C2NS(=O)(=O)c3ccccc32)cc1 (centres undefined)
  A: -5%[10 µM] | B: -10% | C: -1% | D: 1% | E: 1% | F: -8%[9.22 µM] | G: 3%

> COc1ccc(C(=O)n2nnc3ccccc32)cc1OC
  A: . | B: 4% | C: -4% | D: -4% | E: -4% | F: -14% | G: 0%

For convenience, 3 of the compounds above:
Key to letters: A = HTT cytoprotect; B = GAA spleen mod; C = IMPase Li cell; D = GAA glycogen mod; E = GAA inhib; F = HttQ103 aggreg; G = GoLoco inh red
> O=C(CN1C(=O)c2ccccc2S1(=O)=O)NC1CCCC1
  A: 41%[10 µM] | B: -1% | C: 5%[38.3 µM] | D: 6% | E: 0% | F: 15% | G: -14%

> CCc1cccc(CC)c1N(COC)C(=O)Cn1c(CO)nc2ccccc21
  A: -3%[10 µM] | B: -4% | C: -3%[38.3 µM] | D: 1% | E: -6% | F: 14% | G: 1%

> CC(C)c1ccc(NC(=S)NN2CCN(C)CC2)cc1
  A: -24% | B: -6% | C: 6% | D: -18% | E: -3% | F: 7% | G: 10%

Additional records follow.
Key to letters: A = HTT cytoprotect; B = GAA spleen mod; C = IMPase Li cell; D = GAA glycogen mod; E = GAA inhib; F = HttQ103 aggreg; G = GoLoco inh red
> Cc1cccc(C(=O)NCCN2CCCC2)c1
  A: 18% | B: -4% | C: 30%[activator][38.3 µM] | D: -2% | E: -5% | F: -14%[1.84 µM] | G: 7%

> O=C(NCc1ccccn1)C(=O)NCC(c1ccco1)N1CCN(c2ccc(F)cc2)CC1 (centres undefined)
  A: -11% | B: -1% | C: -2% | D: -4% | E: -2% | F: 2% | G: 0%

> COc1ccc(OCC(O)Cn2c(Br)nc3c2c(=O)[nH]c(=O)n3C)cc1 (centres undefined)
  A: 1%[10 µM] | B: 3% | C: 2% | D: -8% | E: -9% | F: 20% | G: 3%

> COc1ccc(C(CNC(=O)Cc2ccccc2F)N2CCCCC2)cc1 (centres undefined)
  A: -1% | B: -5% | C: 17% | D: 7% | E: ? | F: 11% | G: -16%

> CC(=O)c1ccc(N2CCN(C(=O)CN(C)S(=O)(=O)c3cnc[nH]3)CC2)cc1
  A: -7% | B: -1% | C: 5% | D: 6% | E: -1% | F: -4% | G: 13%

> COc1cccc(C2C(C(C)=O)=C(O)C(=O)N2CCc2c[nH]c3ccccc23)c1 (centres undefined)
  A: 10% | B: 4% | C: -11%[38.3 µM] | D: 10% | E: -1% | F: -10% | G: 3%

> COc1cc2c(cc1OC)C(c1ccccc1F)OC(=O)C2 (centres undefined)
  A: -1%[1.9 µM] | B: 1% | C: -5% | D: 14% | E: -2% | F: 11% | G: -13%

> O=C(CSc1ccc(-c2ccco2)nn1)N1CCCC1
  A: 12% | B: 4% | C: 8% | D: ? | E: -3% | F: -10% | G: -2%

> COC(=O)c1ccc(N2NC(=O)/C(=C/c3ccc(-c4ccc(Cl)c(C(=O)O)c4)o3)C2=O)cc1
  A: . | B: 4% | C: 25% | D: -12% | E: 10% | F: . | G: 6%

> CSc1nc2ccc(NC(=O)c3ccc(Cl)s3)cc2s1
  A: 0%[10 µM] | B: 3% | C: 7% | D: 8% | E: . | F: -17%[9.22 µM] | G: 7%

> Cc1cc(C)c(C)c(S(=O)(=O)ON2C(=O)c3ccccc3C2=O)c1C
  A: -23% | B: -1% | C: -1%[38.3 µM] | D: 6% | E: 13% | F: 22% | G: -8%

> CCCCC(CCC(=O)O)(C(=O)OCC)c1csc(Nc2ccc(C)cc2)n1 (centres undefined)
  A: 4%[10 µM] | B: -12% | C: 9% | D: 21% | E: 5% | F: 5%[9.22 µM] | G: 23%

> CCOC(=O)c1cc2c(=O)n3cccc(C)c3nc2n(CCOC)c1=NC(C)=O
  A: 11%[10 µM] | B: 19% | C: . | D: 0% | E: . | F: 20%[9.22 µM] | G: 2%

> Cc1c(C)c2c(c(C)c1O)CCC(C)(CCCC(C)CCCC(C)CCCC(C)C)O2 (centres undefined)
  A: 4%&-35% | B: 12% | C: 17% | D: . | E: . | F: 4% | G: 3%

> Cc1cc(NC(=O)C(C)C)ncc1NC(=O)c1ccccn1
  A: 8%[10 µM] | B: -3% | C: 5% | D: -11% | E: 9% | F: -7%[9.22 µM] | G: 6%

> CCNc1nc(=S)nc(NCc2ccccc2)[nH]1
  A: -42%[inhibitor] | B: -1% | C: 8% | D: -8% | E: -3% | F: 20% | G: 2%

> CC1CC[C@]2(CO)CC[C@]3(C)C(=CCC4[C@@]5(C)CCC(O)C(C)(C)C5CC[C@@]43C)C2C1C (some centres undefined)
  A: -20% | B: -1% | C: -2% | D: . | E: . | F: . | G: -51%

> CCCCCCCSc1nc(N)cc(=O)[nH]1
  A: -17% | B: 0% | C: 4%[38.3 µM] | D: 2% | E: -2% | F: -29% | G: 2%

> CCOC(=O)CN1N=C(/C=C/c2ccc(C)cc2)CCC1=O
  A: -12% | B: -7% | C: -2%[38.3 µM] | D: -9% | E: -9% | F: 3% | G: -9%

> CCCCSc1nnc(CCC)n1N
  A: 30%[10 µM] | B: 1% | C: -1% | D: 3% | E: 1% | F: 6% | G: 5%

> O=C(Nc1cccc(S(=O)(=O)N2CCCCC2)c1)c1cnccn1
  A: . | B: -3% | C: -13% | D: 7% | E: -6% | F: 22% | G: -17%

> Nc1cccc(S(=O)(=O)c2ccc(N)c(N)c2)c1
  A: -59%[inhibitor] | B: -8% | C: -5% | D: -7% | E: -2% | F: 14% | G: 22%

> Cc1nnc(NC(=O)CCSc2ccc(Cl)cc2)s1
  A: 4% | B: -3% | C: 1% | D: 20% | E: 12% | F: 20% | G: 2%

> O=C(NCc1cccnc1)C1CCN(S(=O)(=O)N2CCC3(CC2)OCCO3)CC1
  A: -55% | B: -6% | C: 0%[38.3 µM] | D: 5% | E: 5% | F: 2% | G: 6%

> O=C(CN1C(=O)S/C(=C/c2cccs2)C1=O)N1CCOCC1
  A: 9% | B: -8% | C: 29%[38.3 µM] | D: 9% | E: -32% | F: 8% | G: 1%

> COc1ccc(N(C)S(=O)(=O)c2cccc(C(=O)NCc3ccc4c(c3)OCO4)c2)cc1
  A: -38% | B: 2% | C: 17% | D: 3% | E: -6% | F: -27% | G: 5%

> Cc1cccc(CS(=O)(=O)Cc2ccc(C(=O)O)o2)c1
  A: 5% | B: -2% | C: 21%[38.3 µM] | D: 7% | E: -2% | F: 0% | G: 2%

> CC1CCCC(NC(=O)CN(C)S(=O)(=O)c2cccc3cccnc23)C1C (centres undefined)
  A: -2% | B: -4% | C: 9%[38.3 µM] | D: -5% | E: -4%[15.4 µM] | F: -7% | G: 9%

> CCOC(=O)c1c(C)c(C(=O)OCC)n(C)c1C
  A: -3%[10 µM] | B: -5% | C: . | D: 6% | E: 3% | F: -2%[9.22 µM] | G: 5%

> CCO/C=C/C(O)(CNC(=O)COc1ccccc1F)C(F)(F)F (centres undefined)
  A: -10%[10 µM] | B: 2% | C: 2%[38.3 µM] | D: -12% | E: -10% | F: 4%[9.22 µM] | G: -3%

> Cc1cc(Cl)c(S(=O)(=O)Nc2ccc3c(c2)OCCO3)cc1OCC(N)=O
  A: 15%[10 µM] | B: -13% | C: 5% | D: 1% | E: 2% | F: -27% | G: 7%

> Cc1cccc(NC(=O)c2cc(Cl)ccc2[N+](=O)[O-])c1
  A: -21%[10 µM] | B: -4% | C: -2% | D: -2% | E: 11% | F: 16% | G: -1%

> O=C(NCc1ccc2c(c1)OCO2)C(c1ccco1)N(C(=O)c1csnn1)c1ccccc1 (centres undefined)
  A: 14% | B: -3% | C: 6%[38.3 µM] | D: -3% | E: 1% | F: 20% | G: 1%

> Cc1ccc(NC(=O)N2CCC(c3ccccc3)C2)cc1C (centres undefined)
  A: -91%[inhibitor] | B: 1% | C: 4% | D: -6% | E: -8% | F: ? | G: -3%

> Cc1cc(NC(=O)CCCC(=O)N(c2ccccc2)C(C(=O)NC2CCCCC2)c2cccs2)no1 (centres undefined)
  A: 2%[10 µM] | B: 0% | C: -5% | D: 3% | E: 1% | F: 1% | G: 1%

> Cc1ccc(C(=O)n2nc(-c3ccco3)nc2N)cc1
  A: 12% | B: -1% | C: 1%[38.3 µM] | D: 12% | E: 4% | F: 15% | G: -2%

> CC(=O)NNc1ccc(C(F)(F)F)cc1[N+](=O)[O-]
  A: -4%[10 µM] | B: 2% | C: 5% | D: -14% | E: -3% | F: -5% | G: -8%

> Cc1cccc2cc(COC(=O)C3CCCO3)c(=O)[nH]c12 (centres undefined)
  A: -8% | B: 2% | C: -10%[38.3 µM] | D: 12% | E: 6% | F: 31% | G: -15%

> CCCc1cc(-c2n[nH]c(C(=O)OCC)c2-c2cscn2)c(O)cc1O
  A: 22% | B: -3% | C: 6%[38.3 µM] | D: ? | E: ? | F: 12% | G: 3%

> COc1ccc(NC(=O)c2cc3c([nH]c4ccccc43)c(C)n2)cc1
  A: 21%[10 µM] | B: -7% | C: 10% | D: 6% | E: 1% | F: 7% | G: 2%
